Hep lipid drop = inhibitors of hepatocyte lipid droplet formation, primary screen, imaging, high-throughput imaging, BODIPY stain; AML12 mouse hepatocytes, oleate lipid droplets; inhibition, % at 6.5 µM; 240,000 compounds, 0.4% hits;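 active = lipid droplet intensity inhibited by at least 50%, with more than 500 cells counted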
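Test system: AML12 mouse liver cells; schedule: overnight exposure; technique: high-content imaging of BODIPY-stained droplets and DAPI nuclei; read-out: % inhibition of corrected integrated BODIPY droplet signal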
WT yeast gro inh = growth inhibition of WT strain, primary screen, mitochondrial fusion inhibitor project, WT and mutant strains, chemical genetic; mitochondrial fusion phenotypic screen; inhibition, % at 10 µM; 190,000 compounds, 2.1% hits; AID 1362, 2008; in the data active = inhibition above about 58%; tested in S. cerevisiae
b-catenin transl = modulators of beta-catenin nuclear translocation, primary screen, imaging, HeLa cells, immunofluorescence, high-content; 190,000 compounds, 0.3% hits; nuclear translocation activity, % at 5 µM; AID 1665, 2009;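 active = nuclear translocation activity above 50% at 5 µM, with a well cell count of 50 or more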;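 note: per-cell ratio of nuclear to cytoplasmic median beta-catenin stain intensity; plate controls were DMSO negative control for no effect and GSK-3 inhibitor IX positive control for full effect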
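Signal – beta-catenin immunofluorescence imaging with DAPI · Test system – human HeLa cell line · Dosing – 5 µM primary single dose, 0.1% DMSO, 0.02–20 µM confirmation series · Measure – % activation, nuclear-to-cytoplasmic median beta-catenin signal ratio per cell · Incubation – 24 h compound exposure at 37°C, 5% CO2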
Yfh1-depleted yeast = enhancers of respiration in Yfh1-depleted yeast, dose response, Friedreich's ataxia, plus single-dose screen (AID 1465). fold induction at 50 µM, or EC50 in µM where a hit was titrated. 220,000 compounds, 0.074% hits. S. cerevisiae Yfh1-off respiration, WST-1 reduction, 72 h; higher fold induction means a stronger effect;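 active = fold induction of absorbance versus untreated yeast above a set limit, then at least 30% activation at any dose in follow-up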;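 note: activators that raise dye reduction in frataxin-depleted yeast; strong numbers were not always called active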
Dynein cargo inh = inhibitors of GR-EGFP nuclear translocation, primary screen, dynein cargo transport inhibitor project, imaging, high-content, 3617.4 mouse cells | test concentration mostly 20 µM; stimulated with dexamethasone, 1 µM; stronger effect = lower value | z-score, hits read low | 220,000 compounds, 0.47% hits | AID 1381, 2008;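 active = plate z-score of nuclear minus cytoplasmic receptor signal below a set negative limit, without overly bright fluorescence or cell loss, cut at about -3.5 in these data, passing the limit was not always enough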;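 note: z-score of nuclear minus cytoplasmic ring GR-EGFP intensity difference per well; some compounds called inactive have numbers as strong as hits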
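Buffer or medium: tet-free medium with charcoal-stripped serum / Also added: dexamethasone agonist, 1.0 µM final, for 30 min / Timing: induction 48 h, compound 1 h, agonist 30 min / Measured by: high-content fluorescence imaging after fixation / Read-out: nuclear-to-cytoplasmic GR-EGFP distribution per well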
Insulin prom up = insulin promoter activators in MIN6 cells, imaging, high-content screening, mouse beta cells. MIN6 insulin promoter-GFP reporter; stronger effect = higher value. z-score at 5 µM. 190,000 compounds, 0.3% hits;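 active = z-score above 3 at 5 µM with at least 500 cells counted in the well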
HEK293 NOD2/NF-kB = NOD2 signaling inhibitors, cell-based, luminescence, uHTS, HEK293 (AID 1566). inhibition, % at 4 µM, or EC50 in µM where a hit was titrated. 290,000 compounds, 0.63% hits. HEK293 NOD2/NF-kB luciferase reporter, luminescence; higher % means a stronger effect; in the data active = inhibition above about 50%; note: many of its hits are not listed in these tables
Autophagy HCS = autophagy modulators in MEF cells, primary screen, imaging, high-content, MEF GFP-LC3 | MEF GFP-LC3 puncta imaging; test concentration mostly 10 µM | 190,000 compounds, 0.98% hits | calls only at 10 µM (by protocol) | AID 463193, 2010;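 active = percentage of spot-positive cells more than 3 SD above its plate mean, without a fluorescence outlier flag or 80% toxicity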;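 note: spot-positive cell cutoff set from DMSO-treated cells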
MT stabilize HCS = microtubule stabilizers in HeLa cells, primary screen, imaging, high-content imaging; HeLa tubulin immunostaining HCS, 24 h; share of cells brighter than vehicle mean+2SD; % tubulin-high responders, % at 10 µM; 200,000 compounds, 0.83% hits; AID 2205, 2009;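 active = plate Z-score above 3 for both tubulin-high and condensed-nucleus cell shares, with cell loss under 80%, at 10 µM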;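 note: anti alpha tubulin signal scored within the nucleus-defined area of each cell; some results filed as inactive read as strong as hits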
WT yeast gro inh mutant strain = recorded beside WT yeast gro inh, whose call it bears; inhibition, %; mitochondrial fusion phenotypic screen, mutant strain inhibition
Dynein cargo inh cytoplasmic EGFP = second read-out of Dynein cargo inh, no call of its own (marks repeat the call); z-score; measured here: cytoplasmic GR-EGFP intensity; stronger effect = higher value
Dynein cargo inh nuclear GR-EGFP = second read-out of Dynein cargo inh, no call of its own (marks repeat the call); z-score; measured here: nuclear GR-EGFP intensity;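 lower value marks the stronger effect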
Dynein cargo inh cell count = recorded beside Dynein cargo inh, whose call it bears; z-score; measured here: cell count per field
Insulin prom up cell count = also measured in Insulin prom up; calls as there; cell count; measured here: cytotoxicity, nuclei count;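 total cells summed across four imaged fields per well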
Hep lipid drop cells 6.5 µM = also measured in Hep lipid drop; calls as there; cell count; measured here: cell count, cytotoxicity flag;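 cells counted across two imaged fields per well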
b-catenin transl cell count 5 µM = also measured in b-catenin transl; calls as there; cell count; measured here: cell count, cytotoxicity flag
MT stabilize HCS Hoechst-high % = further read-out of MT stabilize HCS, marked with its call; % Hoechst-high responders; measured here: nuclear condensation Hoechst responders;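 share of cells brighter than vehicle mean plus two SD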
MT stabilize HCS cytotoxicity % = also measured in MT stabilize HCS; calls as there; toxicity, %; measured here: cytotoxicity by cell density;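 0% = mean cell density of plate MIN control wells and 100% = no cells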
Autophagy HCS cell loss 18 h = also measured in Autophagy HCS; calls as there; toxicity, %; measured here: cell loss, nuclei count;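 cell loss after 18 h compound exposure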
Starred values were filed as active, the others as inactive; i = inactive; / = no result given.

SMILES	Hep lipid drop	Hep lipid drop cells 6.5 µM	WT yeast gro inh	WT yeast gro inh mutant strain	b-catenin transl	b-catenin transl cell count 5 µM	Yfh1-depleted yeast	Dynein cargo inh	Dynein cargo inh cytoplasmic EGFP	Dynein cargo inh nuclear GR-EGFP	Dynein cargo inh cell count	Insulin prom up	Insulin prom up cell count	HEK293 NOD2/NF-kB	Autophagy HCS	Autophagy HCS cell loss 18 h	MT stabilize HCS	MT stabilize HCS Hoechst-high %	MT stabilize HCS cytotoxicity %
Cc1ccccc1/C(N)=N/OC(=O)c1ccc(F)cc1	8	658	8	22	1.9	1026	i	-0.079	-0.25	-0.087	0.49	0.32	1437	-89%	i	19	4.9	4.4	6.5
O=C(COC(=O)CNC(=O)c1ccccc1)Nc1ccc2c(c1)OCO2	4	686	10	9	-3.7	1058	i	-0.47	0.27	-0.022	-0.34	0.21	1288	-1%	i	6	2.1	1.2	5.5
CC(C)(C)OC(=O)N1CCC(CNC(=O)c2cccs2)CC1	1	739	/	/	-0.2	1318	i	0.061	-0.16	0.46	-0.1	0.44	1162	20%	/	/	/	/	/
Cc1ccc(CNC(=O)c2ccc(OCC3CCCO3)cc2)cc1 (stereo not drawn)	9	679	15	22	0.8	1021	i	-0.17	1.1	-0.37	-0.17	-0.09	1443	-8%	i	7	2.1	2.3	2.3
Cc1cnc(C)c(N2CCN(Cc3nc(-c4ccc(C)o4)oc3C)CC2)n1	0	724	-11	-25	-0.9	991	i	0.29	-0.24	0.46	0.24	0.07	1443	8%	i	-6	/	/	/
C=CCNS(=O)(=O)c1ccc(OCC(=O)OC)cc1	-6	759	4	-3	-1.7	1077	i	0.32	-0.14	-0.52	0.066	-0.05	1257	-3%	i	1	2.7	1.6	8.0
CCOC(=O)N1CCN(C(=O)c2ccc(-n3c(=S)[nH]c4ccccc4c3=O)cc2)CC1	0	694	1	7	-0.3	1252	i	0.29	-0.22	0.29	-0.051	-0.31	1148	25%	i	12	3.7	1.5	2.2
C/C(Cc1ccccc1)=N\NC(=O)CNC(=O)c1ccc(C(C)(C)C)cc1	2	659	5	8	-3.9	1165	i	1.1	-0.24	0.89	-0.23	-0.01	1531	6%	i	-6	3.6	1.6	4.0
CN(C)CCNC(=O)c1sc2cccc(F)c2c1Cl	7	642	2	4	-7.0	1185	i	0.22	-0.22	0.39	-0.34	-0.11	1622	11%	i	2	4.1	2.4	8.0
O=C(Nc1ccc(N2CCN(C(=O)c3cccs3)CC2)cc1)c1cccnc1	3	482	-12	-8	-0.1	1515	i	-0.018	-0.21	0.0039	-0.21	/	/	3%	i	11	4.3	2.6	5.3
COc1ccc(-c2nnc(SCC(=O)NNC(=O)c3ccc(C)cc3)o2)cc1	23	693	-3	-12	-0.2	921	i	0.85	-0.21	0.28	-1.4	-0.07	1349	12%	i	2	2.5	2.0	6.8
CCCc1[nH]nc2c1C(c1ccsc1)C(C#N)=C(N)O2 (stereo not drawn)	2	536	1	5	0.3	1525	i	0.65	-0.18	0.55	-0.55	0.19	1384	19%	i	-38	1.3	0.7	3.7
Cc1sc(NC(=O)COc2ccccc2)c(C#N)c1-c1ccccc1	-15	642	18	21	-1.7	1151	i	0.7	-0.2	0.97	-1.6	-0.2	1272	-3%	i	-1	1.5	1.6	11
CCc1cc(=O)oc2cc(OC(C)=O)cc(OC(C)=O)c12	1	678	44	36	3.1	1242	i	-0.43	-0.17	-0.22	0.19	0.64	1285	13%	i	-4	2.9	2.2	6.0
O=C(COC(=O)C1Cc2ccccc2CN1C(=O)c1ccccc1Cl)Nc1ccc(N2CCOCC2)cc1 (stereo not drawn)	-4	616	-1	0	-3.1	572	i	-0.42	-0.26	-0.071	0.48	0.41	1433	26%	i	7	2.6	1.8	4.1
Cc1ccc(NC2=NC(c3ccc(O)cc3)n3c(nc(C)cc3=O)N2)cc1 (stereo not drawn)	/	/	12	21	0.4	879	i	0.73	-0.16	0.48	-0.42	-0.33	1114	5%	i	-2	2.5	2.5	9.2
Cc1ccc(C(C)n2cc(C(=O)NCc3ccncc3)nn2)cc1 (stereo not drawn)	/	/	-3	-32	-0.2	1406	i	0.11	-0.24	0.096	0.58	-0.46	1423	6%	i	-1	2.6	2.7	6.1
O=C(NCC(c1ccc(F)cc1)N1CCOCC1)c1c(F)cccc1F (stereo not drawn)	5	654	/	/	-0.5	1393	i	-0.27	-0.73	-0.35	-0.19	0.14	944	14%	/	/	/	/	/
O=S(=O)(Nc1cc(C(F)(F)F)ccc1N1CCOCC1)c1ccccc1	1	619	/	/	-0.5	1108	i	0.53	-0.12	0.23	-1.7	-0.05	1435	-1%	/	/	/	/	/
COc1ccc(S(=O)(=O)NCCSCc2cccc(C)c2)cc1Br	/	/	65*	19*	-0.1	1347	i	0.18	-0.21	-0.25	0.31	-0.18	1508	35%	i	-11	3.7	2.6	8.8

Only MT stabilize HCS Hoechst-high % and WT yeast gro inh, for some of the entries so far:
canonical_smiles | MT stabilize HCS Hoechst-high % | WT yeast gro inh
CCc1cc(=O)oc2cc(OC(C)=O)cc(OC(C)=O)c12 | 2.2 | 44
COc1ccc(S(=O)(=O)NCCSCc2cccc(C)c2)cc1Br | 2.6 | 65*

(cont.)
SMILES	Hep lipid drop	Hep lipid drop cells 6.5 µM	WT yeast gro inh	WT yeast gro inh mutant strain	b-catenin transl	b-catenin transl cell count 5 µM	Yfh1-depleted yeast	Dynein cargo inh	Dynein cargo inh cytoplasmic EGFP	Dynein cargo inh nuclear GR-EGFP	Dynein cargo inh cell count	Insulin prom up	Insulin prom up cell count	HEK293 NOD2/NF-kB	Autophagy HCS	Autophagy HCS cell loss 18 h	MT stabilize HCS	MT stabilize HCS Hoechst-high %	MT stabilize HCS cytotoxicity %
C=CCNC(=S)N/N=C/c1ccc(C)s1	-1	642	/	/	0.2	1305	i	0.76	-0.17	1.5	-2.1	0.03	864	0%	/	/	/	/	/
S=c1[nH]nc(Cc2ccc(Cl)cc2)n1-c1ccc2c(c1)OCCO2	-7	630	8	-9	-0.3	1016	i	2	-0.15	0.95	-1.5	-1.2	1436	-11%	i	2	0.9	1.9	1.8
CCC(CC)C(=O)NCCCCc1ccccc1	-15	642	-10	-19	-4.0	521	i	-0.26	-0.12	-0.36	0.57	-0.64	1188	0%	i	2	2.7	2.1	0.7
Cc1ccc(CSC2=Nc3sccc3C3=NC(=O)CN23)cc1	/	/	0	-14	-1.1	1413	i	-0.46	-0.093	-0.51	0.42	-0.21	1532	-26%	i	-8	1.1	1.9	10.0
COc1cccc(C(=O)N(Cc2nc(-c3cccc(C)c3)no2)C(C)C)c1OC	-6	727	-6	-7	/	/	i	-0.55	-0.23	-0.48	0.73	/	/	11%	i	-6	3.8	2.8	4.8
CN(C)c1cccc(C(=O)OCC(=O)NCC2CCCO2)c1 (stereo not drawn)	/	/	1	14	-2.8	601	i	0.09	1.3	1	-0.74	1.2	1497	-28%	i	8	2.8	2.7	8.3
Cc1cc(C)cc(NC(=S)NCc2cccnc2)c1	-10	674	-9	6	-2.0	895	i	0.13	-0.28	0.21	0.72	-0.3	1252	-21%	i	2	1.5	2.5	6.9
COc1cc(C2C3=C(CC(c4ccco4)CC3=O)Nc3ccccc3N2C(C)=O)cc(OC)c1OC (stereo not drawn)	/	/	-5	15	-3.0	879	i	0.65	-0.28	0.45	-0.54	-0.23	1141	5%	i	-2	2.9	2.8	18
CCCCNc1oc(-c2ccc(OC)cc2)nc1S(=O)(=O)c1ccccc1	-4	760	/	/	-2.3	1074	i	-0.039	-0.064	0.29	-0.032	0.67	948	-6%	i	2	2.5	2.2	11
O=C(O)c1cnc(-c2ccccc2)nc1Oc1ccccc1	-1	729	3	9	-1.2	1106	i	-0.41	-0.27	-0.21	0.76	-0.26	1380	14%	i	-2	3.6	1.5	5.6
CC1=C(C(=O)OCC2CCCO2)C(c2ccc(F)cc2)NC(=O)N1 (stereo not drawn)	0	662	2	-14	0.9	971	i	0.32	-0.31	0.7	-0.61	0.23	1475	-15%	i	-14	2.2	1.1	3.7
C/C(=N\NC(=O)c1ccc(NS(=O)(=O)c2cccs2)cc1)c1ccc(O)cc1O	-3	698	/	/	0.4	1102	i	0.25	1.1	0.26	0.15	0.17	1339	16%	/	/	/	/	/
CCOC(=O)N1CCN(C(=O)CSc2ccc3nnc(-c4ccncc4)n3n2)CC1	8	715	1	9	-1.5	1094	i	-0.29	-0.2	-0.48	0.43	0.92	1284	14%	i	6	2.6	2.1	8.2
COc1ccc(S(=O)(=O)N(c2onc(C)c2Cl)S(=O)(=O)c2ccc(OC)cc2)cc1	60*	574*	4	-20	-5.7	1108	i	/	/	/	/	0.55	2043	2%	i	-4	1.4	1.4	9.5
O=C(c1cnn2c(C(F)(F)F)cc(-c3cccs3)nc12)N1CCCC1	-4	694	/	/	-1.0	1336	i	0.56	-0.26	0.88	0.057	-0.14	910	8%	/	/	/	/	/

These rows are one share of the data; count on the stated rates, not on these rows.
